Screening data (PubChem BioAssay)
KB-3-1 tox: KB-3-1 parental cell cytotoxicity; KB-3-1 viability, CellTiter-Glo ATP luminescence, 72 h; Potency, µM (doses to about 46.1 µM), for the others: top-dose activity change, negative = cytotoxic, most hits filed as cytotoxic; 400,000 compounds, 1.4% hits; note: potency is the fitted concentration of half-maximal effect; % is set by controls: 0 for no effect and ±100 for the full control effect; nearly all actives have a fitted effect of over 60% in size
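Multi-concentration cytotoxicity screen in KB-3-1 cells grown in DMEM lacking phenol red with 10% FBS. After 72 h at 37 °C with compound, ATP-dependent luminescence was recorded.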
KB-V1 cytotox: KB-V1 MDR subline cytotoxicity | KB-V1 MDR cells viability, CellTiter-Glo, 72 h | Potency, µM (highest dose often 46.1 µM), inactives show at the highest dose activity change, negative = cytotoxicity, usual class: cytotoxic | 400,000 compounds, 3.4% hits; note: potency is the fitted concentration of half-maximal effect; % is set by controls: 0 for no effect and ±100 for the full control effect; nearly all actives have a fitted effect of over 60% in size
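KB-V1 MDR subline cells in DMEM (phenol-red free, 10% FBS) exposed to compounds in qHTS concentration series for 72 h at 37 degrees C. Viability read by CellTiter-Glo luminescence; concentration-effect curves fitted after normalization and correction.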
SW480 rerep: DNA re-replication induction in SW480 cells | SW480 DNA re-replication, Hoechst DNA content imaging, 48 h | Potency, µM (top dose mostly 46.1 µM), for inactives: at the highest dose re-replication activation, actives largely listed as activators | 340,000 compounds, 1.8% hits | AID 624297; note: potency is the fitted concentration of half-maximal effect; % of control where 0% means no effect; nearly all actives have a fitted effect of over 55% in size
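Image-based DNA-content assay: after two days of treatment, nuclei were labelled with the DNA dye Hoechst and imaged, and hits were compounds raising the count of nuclei showing high fluorescence intensity.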
S2 tox: viability counter-screen for ATXN expression inhibitors; S2 cells (HEK-293 line with an ATXN2-luciferase reporter) viability, CellTiter-Fluor protease fluorescence, 24 h; Potency, µM (top dose mostly 56.7 µM), hits mostly cytotoxic; 400,000 compounds, 0.49% hits; AID 651635; note: potency is the fitted concentration of half-maximal effect; nearly all actives have a fitted effect of over 40% in size
IL-1B inflam inh: inflammasome signaling inhibition, IL-1 beta readout; activity change, % at 57.5 µM; THP-1 LPS/ATP IL-1B secretion, AlphaLISA, 16 h; stronger effect = lower value; 360,000 compounds, 4.7% hits; in the data active = activity change below about -50%; inconclusive = mostly about -30% to -49%; note: % is set by controls: 0 for no effect and ±100 for the full control effect
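THP-1 cells pretreated 1 hr with compounds (up to 57.5 uM final), then stimulated with LPS (250 ng/mL final) plus ATP (1.25 mM final); secreted IL-1B measured by AlphaLISA after 16 hr, decreased signal indicating inhibition.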
MCF10A rereplic: DNA re-replication induction in MCF 10a cells. MCF 10A DNA re-replication, Hoechst nuclear intensity, 48 h. Potency, µM (doses to about 46.1 µM), for the others: at the top dose activity, positive = re-replication, hits mostly activators. 350,000 compounds, 2.9% hits. AID 624296; note: potency is the fitted concentration of half-maximal effect; % of control where 0% means no effect; nearly all actives have a fitted effect of over 50% in size
HT1080NT lethal: kills 2HG-producing HT-1080-NT fibrosarcoma cells; HT-1080-NT fibrosarcoma viability, CellTiter-Glo ATP luminescence, 48 h; Potency, µM (series often up to 46.1 µM), without a hit: at the top dose activity, negative = less viability, hits mostly cytotoxic; 360,000 compounds, 1.6% hits;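 note: NT is the 2HG producing partner of a matched IDH1 knockdown line; potency is the fitted concentration of half-maximal effect; 0% = DMSO-treated cells and -100% = media-only wells without cells; nearly all actives have a fitted effect of over 55% in size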
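Luminescent CellTiter-Glo readout after 48 hours of compound exposure at 37 degrees C defined viability of HT-1080-NT cells. Activity was normalized to DMSO wells and cell-free media wells; concentration-response curves were fitted and assigned curve classes.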
ATXN2 expr inh: reduces ATXN2 reporter expression in HEK-293 cells | HEK-293 ATXN2-luciferase reporter, luminescence, 24 h | Potency, µM (top dose mostly 57 µM), without a hit: at the top dose activity change, negative = inhibition, hits mostly inhibitors | 360,000 compounds, 0.72% hits | AID 1745845; note: potency is the fitted concentration of half-maximal effect; % is set by controls: 0 for no effect and ±100 for the full control effect; nearly all actives have a fitted effect of over 55% in size
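ATXN2-luciferase reporter cells (luciferase flanked by upstream and downstream ATXN2 gene portions) were treated 24 h at 37 °C with compounds at up to 57 uM. SteadyGlo luminescence gave expression; GF-AFC fluorescence gave viability.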
HT1080 IDH1KD tx: toxicity to HT-1080 IDH1 knockdown cells (counter line); HT-1080 IDH1 knockdown viability, ATP luminescence, 48 h; Potency, µM (top dose mostly 46.1 µM), inactives show at the highest dose activity, negative = toxicity, usual class: cytotoxic; AID 686971; 360,000 compounds, 2% hits;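 note: potency is the fitted concentration of half-maximal effect; 0% = DMSO wells and -100% = cell-free medium wells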
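IDH1KD HT-1080 cells, 750/well, RPMI + 5% FBS; compound pinned after 2 h settling; 48 h, 37 °C; CellTiter-Glo luminescence; % activity normalised to DMSO and no-cell wells; curves fitted, classed by r2 and efficacy.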
Numbers without * were called inactive; i = inactive; ? = inconclusive; . = no result given; [ ] = another dose, or the depositor's remark. Unless noted, calls come from the whole dose curve; as a rule, active = well fitted curve in the direction sought with a large enough effect; inconclusive = small, poorly fitted or top-dose-only effect, or another doubt; inactive = no such curve, though single readings can be large; an effect the other way counts as inactive or inconclusive.

1: COc1ccc(Cn2ccc3nc(C)c(C(=O)NCc4ccc(F)cc4)cc3c2=O)cc1
2: CC(C)c1c(C(=O)N/N=C/c2ccc(OCc3ccc(F)cc3)cc2)nnn1-c1nonc1N
3: Cc1cc(NC(=O)Nc2ccc(F)cc2)no1
4: CC(C)C(=O)NC(c1cccs1)c1cc([N+](=O)[O-])c2cccnc2c1O (stereo unspecified)
5: COC(=O)c1ccc(C(=O)OC)c(NC(=S)N2CCN(c3cccc(Cl)c3)CC2)c1
6: CCC(CCC(=O)Nc1ccc(S(N)(=O)=O)cc1)C(=O)O (stereo unspecified)
screen / no.,1,2,3,4,5,6
KB-3-1 tox,?,17%,0%,?,-9%,0%
KB-V1 cytotox,-3%,0%,?,?,16µM*,-1%
SW480 rerep,.,-4%,-48%[inhibitor],?,-2%,2%
S2 tox,?,i,i,i,?,i
IL-1B inflam inh,.,23,-8,-13,0,6
MCF10A rereplic,.,-1%,2%,?,11%,-11%
HT1080NT lethal,.,-1%,7%,?,-4%,15%
ATXN2 expr inh,?,15%,23%,?,-8%,0%
HT1080 IDH1KD tx,.,-11%,1%,7.3µM*,-13%,3%

7: Cc1ccccc1NC(=O)N(CCc1nc2ccccc2[nH]1)Cc1ccccc1
8: CCN1CCN(C(=O)CCc2nnc(CCCCc3ccccc3)o2)[C@@H](C)C1=O
9: CCN(CC)CCN(Cc1cc2cc3c(cc2[nH]c1=O)OCCO3)C(=S)NCCCOC
10: O=C(O)CCCNS(=O)(=O)c1ccc2ccccc2c1
11: CC(=O)N(CN1C(=O)c2ccccc2C1=O)c1ccccc1
12: COc1ccc(CNC(=O)c2cc(=O)c3cc(C)c(C)cc3o2)cc1
screen / no.,7,8,9,10,11,12
KB-3-1 tox,1%,10%,13%,0%,1%,1%
KB-V1 cytotox,-17%,-27%,0%,1%,29%,-4%
SW480 rerep,-1%,-1%,2%,-2%,-2%,?
S2 tox,i,i,i,i,?,i
IL-1B inflam inh,27,-3,9,14,0,20
MCF10A rereplic,6%,1%,7%,-2%,1%,0%
HT1080NT lethal,-9%,-1%,2%,-4%,14%,-2%
ATXN2 expr inh,4%,6%,-3%,5%,1%,.
HT1080 IDH1KD tx,-8%,1%,15%,2%,7%,-4%

13: O=C(NC1CCCCCC1)c1cc2c(=O)n3ccccc3nc2s1
14: O=C(Nc1ccc(F)cc1)N1CCCCCC1
15: O=C(/C=C/c1ccc(Br)o1)NC(c1ccccc1)c1ccccc1
16: CC1CN(C(=S)SCC(=O)c2ccc(Cl)cc2)CC(C)O1 (stereo unspecified)
17: CCC(=O)Nc1cc(=O)[nH]c2nc(-c3ccc(Cl)cc3)nn12
18: CCc1nc2ccccc2c(C(=O)Oc2cccc3cccnc23)c1C
screen / no.,13,14,15,16,17,18
KB-3-1 tox,18%,20%,-26%,1%,-7%,-19%
KB-V1 cytotox,-15%,0%,23µM*,0%,-1%,?
SW480 rerep,18µM*,3%,14%,-7%,16%,-4%
S2 tox,.,i,i,i,i,i
IL-1B inflam inh,-16,3,?,7,17,10
MCF10A rereplic,21µM*,-1%,1%,-8%,0%,?
HT1080NT lethal,?,14%,-20%,1%,11%,-9%
ATXN2 expr inh,7%,16%,5%,17%,-4%,11%
HT1080 IDH1KD tx,-26%,10%,-24%,3%,2%,-23%

19: Cc1ccc(N(CC(=O)N2CCOCC2)S(C)(=O)=O)cc1
20: COc1ccc(CNC(=O)CCOc2ccc(C(C)(C)C)cc2)cc1
21: O=C(CN1C(=O)CNC1=O)Nc1ccc(Cl)cc1
22: CC1CCN(S(=O)(=O)c2cccc(C(N)=O)c2)CC1
23: Fc1ccc(C2=NOC(c3nnc(-c4ccccc4)o3)C2)cc1 (stereo unspecified)
24: O=C(CCC(=O)N1CCOc2ccccc21)NCCCN1CCOCC1
screen / no.,19,20,21,22,23,24
KB-3-1 tox,-1%,1%,6%,-5%,-18%,-12%
KB-V1 cytotox,26%,-7%,21%,-26%,2%,5%
SW480 rerep,-4%,-3%,-4%,?,-55%[inhibitor],4%
S2 tox,i,i,i,?,i,i
IL-1B inflam inh,7,30,15,-3,-22,-25
MCF10A rereplic,-9%,3%,2%,-11%,13%,4%
HT1080NT lethal,5%,0%,2%,0%,-6%,-4%
ATXN2 expr inh,5%,-21%,.,-1%,0%,-19%
HT1080 IDH1KD tx,8%,-4%,8%,7%,0%,-3%

Arranged by the number under IL-1B inflam inh (smallest number first): four from the list above.
#	SMILES	SW480 rerep	IL-1B inflam inh
24	O=C(CCC(=O)N1CCOc2ccccc21)NCCCN1CCOCC1	4%	-25
23	Fc1ccc(C2=NOC(c3nnc(-c4ccccc4)o3)C2)cc1 (stereo unspecified)	-55%[inhibitor]	-22
22	CC1CCN(S(=O)(=O)c2cccc(C(N)=O)c2)CC1	?	-3
19	Cc1ccc(N(CC(=O)N2CCOCC2)S(C)(=O)=O)cc1	-4%	7

The list continues.
25: O=C(O)c1ccccc1Nc1ccc([N+](=O)[O-])cc1C(=O)O
26: O=C(CSc1nnc(NC(=O)c2ccccc2F)s1)NC1CC1
27: CCCCOC(=O)Nc1ccc(S(=O)(=O)Nc2ncccn2)cc1
28: COc1ccc(/C=N/n2c(C)nc3sc(C)c(C)c3c2=O)cc1
29: CCc1ccc(Nc2ncc3c(n2)CC(C)(C)CC3=O)cc1
30: Cc1ccc(-c2cc(C(=O)OCC(=O)Nc3ncc(C(F)(F)F)cc3Cl)c3ccccc3n2)cc1
screen / no.,25,26,27,28,29,30
KB-3-1 tox,-12%,-3%,2%,-4%,5%,?
KB-V1 cytotox,0%,16%,16%,0%,-19%,-6%
SW480 rerep,6%,-5%,1%,?,-125%[inhibitor],-4%
S2 tox,i,i,i,.,i,i
IL-1B inflam inh,20,19,-6,.,-61*,28
MCF10A rereplic,0%,-7%,2%,-2%,?,?
HT1080NT lethal,12%,5%,-4%,13%,-22%,7%
ATXN2 expr inh,-3%,2%,-16%,-6%,19%,2%
HT1080 IDH1KD tx,16%,-9%,-12%,22%,-10%,1%

31: Cc1ccn2c(=O)nc(SCc3cccc(C(F)(F)F)c3)nc2c1
32: Cc1c(C(=O)Nc2nc3ccccc3[nH]2)oc2ccc(Br)cc12
33: N/C(Cc1nc(-c2ccc(Cl)cc2)cs1)=N/O
34: O=C1C(=C(c2ccccc2)c2ccccc2)Nc2ccccc21
35: CCn1c(SCC(=O)N2c3ccccc3CCc3ccccc32)nc2c1c(=O)n(C)c(=O)n2C
36: CCCCNCC1CCCO1 (stereo unspecified)
screen / no.,31,32,33,34,35,36
KB-3-1 tox,?,-6%,-3%,?,-7%,9%
KB-V1 cytotox,1%,?,0%,?,2.1µM*,39%
SW480 rerep,-5%,0%,-2%[9.22 µM],8%,5%,9%
S2 tox,i,?,i,?,i,i
IL-1B inflam inh,-26,-6,-26,10,-2,9
MCF10A rereplic,15%,?,-2%,20%,21%,-10%
HT1080NT lethal,-1%,-3%,-10%,?,?,16%
ATXN2 expr inh,-14%,-35%,2%,-12%,-4%,0%
HT1080 IDH1KD tx,-9%,1%,-9%,?,-1%,4%

37: CN(C(=O)COc1coc(CN2CCN(c3ccccc3)CC2)cc1=O)c1ccccc1
38: COc1ccc(C)cc1N(C(=O)CNC(=O)c1ccco1)C(C(=O)NCC1CCCO1)c1ccccc1 (stereo unspecified)
39: CC(=O)Nc1ccccc1NC(=O)CC(C)(C)C
40: COCCNS(=O)(=O)c1ccc2c3c(cccc13)C(=O)N2C
41: NC(=O)C1(NC(=O)[C@@H]2CC3(CC(c4cccc(NC(=O)[C@@H]5CCC(=O)N5)c4)=NO3)CN2C(=O)c2ccccc2)CC1 (stereo partly specified)
42: Cc1ccc(C)c(Cn2nnc3c(=O)[nH]c(C4CCCN(C(=O)c5ccco5)C4)nc32)c1 (stereo unspecified)
screen / no.,37,38,39,40,41,42
KB-3-1 tox,23%,-1%,0%,15%,3%,3%
KB-V1 cytotox,3%,-19%,-8%,-15%,4%,17%
SW480 rerep,1%,9%,-8%,2%,-19%,-64%[inhibitor]
S2 tox,i,i,i,.,i,i
IL-1B inflam inh,20,-16,-12,-9,0,21
MCF10A rereplic,3%,12%,-2%,-4%,-4%,11%
HT1080NT lethal,2%,13%,-6%,3%,-1%,3%
ATXN2 expr inh,7%,1%,20%,-20%,-6%,-2%
HT1080 IDH1KD tx,6%,5%,-8%,2%,-1%,-13%

43: Cc1nnc(NC(=O)CN2C(=O)c3ccccc3S2(=O)=O)s1
44: CC(C)C(C)(C#N)NC(=O)CSc1nnc(-c2ccccc2)o1 (stereo unspecified)
45: CC(Cc1nnc(N)s1)c1ccccc1 (stereo unspecified)
46: CC(C)c1ccc(NC(=O)N2c3ccccc3Sc3ccccc32)cc1
47: O=c1c2ccccc2c(-c2ccccc2)nn1-c1cc(Cl)ccc1[N+](=O)[O-]
48: O=C(NC1CCCc2ccccc21)C12CC3CC(CC(O)(C3)C1)C2 (stereo unspecified)
49: CCN(CC(=O)Nc1ccc(NC(C)=O)cc1)C(=O)COc1ccccc1Cc1ccccc1
50: COc1ccc(N2C(=O)CC(N(CCc3ccc(S(N)(=O)=O)cc3)C(=S)Nc3ccccc3)C2=O)cc1 (stereo unspecified)
51: Cc1noc2ncnc(N3CCCCC3)c12
screen / no.,43,44,45,46,47,48,49,50,51
KB-3-1 tox,7%,0%,0%,0%,-3%,?,.,-15%,-3%
KB-V1 cytotox,-2%,3%,6%,-27%,1%,-6%,.,8%,0%
SW480 rerep,-5%,0%,-6%,.,1%,3%,17%,16%,-14%
S2 tox,?,i,i,i,?,i,i,i,i
IL-1B inflam inh,6,0,14,.,-29,0,-15,2,6
MCF10A rereplic,-2%,-1%,0%,.,-11%,15%,0%,11%,16%
HT1080NT lethal,12%,-4%,12%,.,-13%,-1%,-2%,?,2%
ATXN2 expr inh,-5%,2%,.,16%,-29%,1%,-1%,-30%,-23%
HT1080 IDH1KD tx,-1%[9.24 µM],15%,-4%,.,-13%,-4%,-2%,-23%,3%
